Screening data as filed in PubChem.
UHRF1 MBD2 ctr = blocks human UHRF1 binding to methylated DNA; UHRF1 binding to methylated oligo, TR-FRET; inhibition, % at 4.4 µM; actives 0.75% (n = 370,000); AID 687016; in the data active means inhibition above about 21%;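 further: UHRF1 SRA domain binding a hemimethylated CpG hairpin DNA probe; 0% = median of test compound wells and 100% = reference inhibitor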
MBD2 inh = blocks human MBD2 binding to methylated DNA; TR-FRET, MBD2 binding to methylated oligonucleotide; inhibition, % at 4.4 µM; actives 0.31% (n = 370,000); in the data active means inhibition above about 13%
Target sequence (Q9UBB5 whole entry, looked up): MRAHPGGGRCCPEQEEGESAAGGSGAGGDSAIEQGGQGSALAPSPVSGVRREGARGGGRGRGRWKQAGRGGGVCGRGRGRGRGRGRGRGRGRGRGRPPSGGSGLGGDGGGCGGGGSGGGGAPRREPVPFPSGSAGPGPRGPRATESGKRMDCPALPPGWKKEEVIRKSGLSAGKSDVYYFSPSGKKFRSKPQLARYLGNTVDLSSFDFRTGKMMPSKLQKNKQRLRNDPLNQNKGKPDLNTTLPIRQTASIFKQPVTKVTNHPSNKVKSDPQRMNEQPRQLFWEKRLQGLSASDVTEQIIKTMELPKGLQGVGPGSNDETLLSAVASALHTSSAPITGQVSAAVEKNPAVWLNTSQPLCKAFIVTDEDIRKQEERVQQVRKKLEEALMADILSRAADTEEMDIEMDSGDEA
TDP2 inh = blocks human TDP2 phosphodiesterase activity | O95551 | recombinant TDP2, T5PNP hydrolysis, p-nitrophenol absorbance 415 nm | inhibition, % at 12.8 µM | actives 0.34% (n = 370,000);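 active means inhibition above the mean of all tested compounds plus 3 SD, set per campaign, cut at about 25% in these data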;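 further: 0% = DMSO with enzyme and 100% = buffer with substrate but no TDP2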
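System – recombinant human TDP2 · Quantity – TDP2 enzyme at 120 nM final · Doses – single concentration, 12.8 µM nominal, with 1% DMSO · Incubation – 2 h at 37 °C · Measured by – epi absorbance of p-nitrophenol freed from T5PNP by hydrolysis · Read-out – % inhibition relative to enzyme-containing and enzyme-free wells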
TCR-CD3 inh = human TCR-CD3 binding inhibition; actives 0.37% (n = 360,000); AID 651800; TAMRA-labeled TCR probe fluorescence, biochemical; inhibition, % at 9.4 µM; in the data active means inhibition above about 19%;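 further: recombinant mutant TCR 2C K166C tagged with TAMRA read by polarization; 0% = receptor in buffer alone and 100% = receptor with positive control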
Tn6 DDE FP = inhibitors of Tn6 peptide binding to human fibrin DD(E); P02675; Fibrin DD(E) TRITC-Tn6 fluorescence polarization displacement; inhibition, % at 8.3 µM; actives 0.21% (n = 370,000);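 active means inhibition above a per-campaign cutoff: mean of compounds within control limits plus 3 SD, cut at about 15% in these data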;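 further: 0% = median of all compound wells on the plate and 100% = blocking peptide control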
proKLK7 act = proKLK7 (human) activation, primary screen; activation, % at 7 µM; purified proKLK7, EDANS-DABCYL substrate fluorescence; 100% is mature enzyme control, 0% vehicle; P49862; actives 0.9% (n = 370,000);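 active means activation above the mean of all tested compounds plus 3 SD, computed per campaign excluding outliers beyond control limits, cut at about 13% in these data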
Target sequence (P49862 whole entry, looked up): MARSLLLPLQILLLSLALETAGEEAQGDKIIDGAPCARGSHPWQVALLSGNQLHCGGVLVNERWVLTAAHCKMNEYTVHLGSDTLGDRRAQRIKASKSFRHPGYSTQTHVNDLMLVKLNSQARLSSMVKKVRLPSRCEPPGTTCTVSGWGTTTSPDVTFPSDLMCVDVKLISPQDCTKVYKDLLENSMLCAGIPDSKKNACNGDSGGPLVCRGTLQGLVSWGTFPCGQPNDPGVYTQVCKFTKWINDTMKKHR
LEDGF integ inh = blocks HIV-1 LEDGF/p75-dependent DNA integration | inhibition, % at 3.7 µM | TR-FRET IN-LEDGF/p75 DNA integration, Eu/Cy5 | actives 0.64% (n = 370,000);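 active means inhibition above the screen-wide mean plus 3 SD, cut at about 13% in these data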;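 further: signal is the Cy5 over europium emission ratio at 671 and 618 nm; 0% = plate median of compound wells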
Tn7 DDE FP = DD(E)-Tn7 binding inhibition, primary FP screen; actives 0.13% (n = 370,000); FP displacement of FITC-Tn7 peptide from fibrin DD(E); 0% = median of compound wells per plate; inhibition, % at 8.3 µM; P02675;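 active means inhibition above the mean of compounds falling within the control limits plus 3 SD of them, cut at about 14% in these data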;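 further: 0% = plate median of compound wells and 100% = 10 µM Aha-Tn7 peptide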
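Assay system: Fibrin-DD(E) protein isolated from polymerized human fibrin clots; read-out basis: percent inhibition; medium: Tris/NaCl/CaCl2 buffer, pH 7.8; signal: FP measurement; incubation: 10 min plus 3 h, room temperature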
PRMT1 FP inh = blocks human protein arginine methyltransferase 1 | AID 652257 | actives 1.3% (n = 370,000) | recombinant PRMT1, activity-based probe fluorescence polarization | inhibition, % at 2.79 µM;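 active means inhibition above about 21% made by adding two undisclosed values, limit read from the data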
Target sequence (Q99873 whole entry, looked up): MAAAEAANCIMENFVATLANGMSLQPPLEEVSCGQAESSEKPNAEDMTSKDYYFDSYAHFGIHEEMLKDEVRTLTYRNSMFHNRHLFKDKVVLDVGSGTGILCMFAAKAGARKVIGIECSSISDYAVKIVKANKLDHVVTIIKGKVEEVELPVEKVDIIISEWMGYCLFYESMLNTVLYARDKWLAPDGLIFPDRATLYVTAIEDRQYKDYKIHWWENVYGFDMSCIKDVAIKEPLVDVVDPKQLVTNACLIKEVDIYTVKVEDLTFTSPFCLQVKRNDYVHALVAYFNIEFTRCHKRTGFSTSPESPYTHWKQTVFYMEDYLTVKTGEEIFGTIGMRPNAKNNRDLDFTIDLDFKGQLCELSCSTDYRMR
SIAE primary = human SIAE inhibition, primary screen | Q9HAT2 | SIAE FP-Rh probe binding, fluorescence polarization | inhibition, % at 9.66 µM | actives 0.69% (n = 370,000) | AID 1053197;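 active means inhibition above a cutoff: mean of compounds within the control limits plus 3 SD of those, cut at about 17% in these data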;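 further: 0% = plate median of compound wells and 100% = probe without SIAE protein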
An asterisk follows results filed as active; . = not tested or not shown.

SMILES	UHRF1 MBD2 ctr	MBD2 inh	TDP2 inh	TCR-CD3 inh	Tn6 DDE FP	proKLK7 act	LEDGF integ inh	Tn7 DDE FP	PRMT1 FP inh	SIAE primary
O=C1C2CCCN2C(c2ccncc2)N1c1ccc(Cl)c(Cl)c1 (centres undefined)	-1.2	-2.9	-7.7	3.2	1.9	0.0	-3.5	-2.1	-4.5	-2.7
O=c1[nH]c(O)c(C=Nc2ccc(F)c(Cl)c2)c(=O)[nH]1	-5.1	-0.8	21.0	0.5	-12.8	-1.0	-1.3	0.3	3.4	2.5
O=c1[nH]c(=O)n(-c2ccc(Cl)cc2)c(O)c1C=Nc1ccc(S(=O)(=O)Nc2nccs2)cc1	1.6	-7.1	-14.5	-8.8	-8.7	0.4	8.2	-0.6	-2.3	-0.5
CCOC(=O)CC1c2ccccc2-n2nncc2CN1Cc1ccc(OC)cc1 (centres undefined)	20.1	9.3	1.9	-7.1	0.9	0.0	-0.8	-1.2	4.0	-3.2
Oc1ccc(C2=CCNCC2)cc1O	5.0	4.0	3.6	7.5	-6.4	0.5	11.1	1.1	25.1*	-1.6
CC(C)c1ccc(OCC(=O)N2CCCN(C)CC2)cc1	-1.3	2.8	-20.3	5.9	1.8	-0.2	4.6	-2.0	-1.4	-12.6
O=C1NCN(c2ccccc2)C12CCN(C(CCc1ccccc1)c1nnnn1-c1ccc3c(c1)OCCO3)CC2 (centres undefined)	-3.2	2.2	2.3	-1.1	-3.7	0.7	0.9	5.4	-1.5	-4.6
CN(C)CCN=Cc1c(O)n(-c2cccc(C(F)(F)F)c2)c(=O)[nH]c1=O	-1.5	5.4	-2.6	2.6	-1.1	0.0	-4.3	2.8	4.1	7.3
CN1CCCN(C(=O)COc2ccc(Br)cc2)CC1	4.1	2.4	-19.8	1.0	-8.4	-0.5	-5.8	-1.2	5.5	-1.0
COC(=O)C1=C(c2ccc(OC)c(OC)c2)C[C@@H]2CC[C@H]1N2C(=O)NCC1CC1	2.5	-1.2	0.4	1.2	5.9	-0.2	1.9	6.2	0.6	-0.8
NP(=O)(Oc1ccccc1)c1ccccc1 (centres undefined)	1.9	2.7	-5.9	1.2	2.6	-0.1	-0.6	1.5	0.7	-5.2
CC(=O)N1c2ccccc2C(c2ccccc2)=NCC1C(=O)NCc1ccccc1 (centres undefined)	5.5	-2.3	6.3	.	3.1	0.1	-1.6	-10.5	3.6	0.3
CC(=O)OC1(C)CC(C)C(=O)C(C(O)CC2CC(=O)NC(=O)C2)C1 (centres undefined)	3.0	-5.4	14.5	9.5	1.0	-0.3	-2.5	-1.6	-2.0	-0.8
COc1ccc2c(c1)C1(C)CCN(C)CC(C1)C2O (centres undefined)	6.0	5.9	0.5	-6.0	6.6	0.1	-3.4	-1.1	2.2	0.6
C/C(=N\NP(=S)(c1ccccc1)c1ccccc1)c1ccc(O)cc1O	-1.0	-4.8	-15.3	9.3	-1.9	0.8	2.1	-5.7	-1.6	0.8
c1cnc(N2CCNCC2)nc1	1.4	3.9	0.4	-1.9	9.1	0.1	3.0	2.6	6.2	1.3
COc1ccccc1-n1c(O)c(C=Nc2c(C)n(C)n(-c3ccccc3)c2=O)c(=O)[nH]c1=O	2.1	2.8	-11.6	-5.0	-1.5	-2.1	-0.9	-2.3	3.9	-0.6
CC1(c2ccc(Cl)cc2Cl)OCC(Cn2cncn2)O1 (centres undefined)	8.0	8.8	3.3	7.3	6.8	0.1	1.2	-2.2	-2.0	3.0
COc1ccccc1CNCCc1ccc(F)cc1	2.9	-6.0	-11.1	-8.0	5.4	-0.1	3.0	-3.0	-0.3	-5.4
CSc1ccccc1C(=O)C1CCCN(Cc2cccc(C)n2)C1 (centres undefined)	-2.2	-0.8	2.8	10.6	2.3	0.0	1.9	5.1	-3.9	0.6
COc1cc2c(cc1OC)[C@@]13CCN4CC5=CCO[C@H]6CC(=O)N2[C@H]1[C@H]6[C@H]5C[C@H]43	2.3	-2.1	-6.3	-5.3	-2.4	-0.1	2.7	5.7	-3.1	-1.8
CCN1C(=O)C(=Cc2c(C)n(CC(=O)NCC3CCCO3)c3ccccc23)C(=O)N(CC)C1=S (centres undefined)	-5.0	0.0	5.1	-50.7	-0.5	0.3	-2.2	-0.5	3.7	-10.3
Cn1nc(-c2ccc(OCC(=O)N3CCN(Cc4ccccc4)CC3)cc2)c2ccccc2c1=O	-0.7	0.7	1.3	6.3	10.2	0.5	-1.8	9.9	-1.6	4.8
Cc1ccc(C(=O)C2CN(C)CC2C(=O)c2ccc(C)cc2)cc1 (centres undefined)	-1.1	-0.2	-5.4	2.6	-1.9	-0.8	-1.8	-2.7	-2.0	-0.2
CCN(CC)S(=O)(=O)c1ccc(N=Cc2c(O)n(-c3ccccc3)c(=O)[nH]c2=O)cc1	-4.2	1.8	0.1	-6.8	9.7	-1.0	3.2	7.9	5.7	10.9
CC(c1ccc(F)cc1)n1cc(C(=O)NCc2ccc3c(c2)OCO3)nn1 (centres undefined)	-1.5	0.1	7.7	0.1	2.8	-0.4	-4.4	-2.3	0.7	11.4
NP(=O)(Oc1ccccc1Cl)Oc1ccccc1Cl	0.4	5.2	-7.6	-3.2	4.0	0.1	-5.8	-2.4	4.5	6.3
COC(=O)C1=C(c2cccc(OCc3ccccc3)c2)C[C@@H]2CC[C@H]1N2C(=O)NCc1ccc(Br)cc1	-3.9	-2.5	-8.7	-0.9	-3.8	-0.7	-1.9	4.5	0.6	0.2
COc1cc(O)c(C(=O)O)c(-c2cc(O)c(O)cc2C)c1	1.0	4.1	-9.7	11.2	-4.5	-0.6	9.7	3.3	66.9*	12.6
O=C(COc1ccccc1)c1cn(Cc2ccccc2)c2ccccc12	-0.6	4.4	-7.4	-2.2	-7.6	0.3	1.1	-6.2	-1.9	-14.0
COC(=O)C1=C(c2ccc(OC(F)(F)F)cc2)C[C@@H]2CC[C@H]1N2C(=O)NCc1ccc(F)cc1	-2.8	0.1	-5.7	1.3	-9.5	-0.5	-0.5	-9.2	2.5	-0.3
CC1=C(C)CC2(CC1)C(=O)NC(=O)NC2=O	-1.1	-4.9	-0.2	5.3	7.2	-0.3	1.9	0.1	-1.5	2.2
COc1ccc(-c2nc3ccccc3c(=O)n2-c2cccnc2)cc1	-3.1	2.5	16.2	1.6	4.8	0.6	-3.4	3.9	-1.7	1.9
C=CCn1c(O)c(/C(C)=N/N2CCCCC2)c(=O)[nH]c1=O	2.4	1.7	8.6	1.0	1.5	-0.2	-0.4	1.9	4.1	1.7
OC(c1ccccc1)(c1ccccc1)C1CCNCC1	-1.8	0.4	-0.6	8.8	8.8	-0.4	2.5	-3.1	0.4	-6.1
C#CCN(C)C(C)Cc1ccccc1 (centres undefined)	2.5	-1.4	2.0	0.2	1.2	-0.4	4.3	-2.4	1.1	3.5
CC(=Nc1ccc(F)cc1)c1c(O)n(C)c(=O)[nH]c1=O	-0.9	-2.9	6.3	6.9	0.0	-0.6	1.0	6.9	7.3	11.2
O=C(Cc1ccccc1)N1CCN(Cc2ccc([N+](=O)[O-])cc2)CC1	-1.5	-3.1	11.1	0.4	0.8	-0.4	2.2	-0.4	-3.4	4.5
CC(=O)N1N=C(c2cccnc2)CC1c1ccccc1O (centres undefined)	1.2	-0.1	-0.1	-3.2	-1.5	0.3	-2.6	0.3	1.0	-5.1
O=C(C1CCCO1)N1CCC2(CC1)OCCO2 (centres undefined)	4.5	-0.1	-10.8	-1.2	1.0	-0.2	0.0	-4.2	3.0	-4.2

One compound at a time (already shown). Screens in order: UHRF1 MBD2 ctr, MBD2 inh, TDP2 inh, TCR-CD3 inh, Tn6 DDE FP, proKLK7 act, LEDGF integ inh, Tn7 DDE FP, PRMT1 FP inh, SIAE primary
OC(c1ccccc1)(c1ccccc1)C1CCNCC1 across the screens: -1.8, 0.4, -0.6, 8.8, 8.8, -0.4, 2.5, -3.1, 0.4, -6.1
C=CCn1c(O)c(/C(C)=N/N2CCCCC2)c(=O)[nH]c1=O across the screens: 2.4, 1.7, 8.6, 1.0, 1.5, -0.2, -0.4, 1.9, 4.1, 1.7
CC(=Nc1ccc(F)cc1)c1c(O)n(C)c(=O)[nH]c1=O across the screens: -0.9, -2.9, 6.3, 6.9, 0.0, -0.6, 1.0, 6.9, 7.3, 11.2
COc1ccc(-c2nc3ccccc3c(=O)n2-c2cccnc2)cc1 across the screens: -3.1, 2.5, 16.2, 1.6, 4.8, 0.6, -3.4, 3.9, -1.7, 1.9
C#CCN(C)C(C)Cc1ccccc1 (centres undefined) across the screens: 2.5, -1.4, 2.0, 0.2, 1.2, -0.4, 4.3, -2.4, 1.1, 3.5

(cont.)
SMILES	UHRF1 MBD2 ctr	MBD2 inh	TDP2 inh	TCR-CD3 inh	Tn6 DDE FP	proKLK7 act	LEDGF integ inh	Tn7 DDE FP	PRMT1 FP inh	SIAE primary
O=c1c2ccccc2nc(-c2ccco2)n1-c1ccncc1	-2.0	-4.5	0.4	8.8	3.5	-0.3	-2.0	2.1	2.2	0.9
NNC(=O)CN1C(=O)CN=C(c2ccccc2)c2cc(Br)ccc21	1.0	0.2	6.9	-0.2	-4.5	0.0	3.7	-3.5	0.0	-0.1
C=CCN1C(=O)/C(=C/c2ccc(N3CCOCC3)o2)C(=O)NC1=S	-5.2	-8.2	-2.0	-1.4	7.0	-0.4	-3.8	-4.5	-5.0	-15.9
[O-]c1ccccc1-[n+]1c(-c2ccccc2)cc(-c2ccccc2)cc1-c1ccccc1	-1.0	-1.4	-5.6	-5.4	1.1	-1.0	-0.5	0.7	1.4	-0.2
O=S(=O)(c1ccccc1)N1CCC2CCNC2C1 (centres undefined)	-0.1	0.2	3.4	8.1	7.2	-0.1	5.8	4.2	-4.5	-2.3
COc1ccc2nc(-c3ccc(CN4CCC(n5nnc6ccccc65)CC4)cc3)c(-c3ccccc3)nc2c1	2.6	3.3	-1.7	-8.2	-4.5	-42.5	-1.3	-0.9	4.0	-10.3
O=C([O-])c1ccc(-[n+]2c(-c3ccccc3)cc(-c3ccccc3)cc2-c2ccccc2)cc1	1.8	5.9	-1.2	6.6	-7.5	1.2	-0.1	6.2	-2.2	-1.8
COc1cc(CN2CC3CC(C2)c2cccc(=O)n2C3)cc(OC)c1OC (centres undefined)	-1.3	0.5	-4.0	-1.9	2.4	0.7	-0.5	5.3	2.4	1.3
CCc1ccc(CN2CCCC(C(=O)c3sccc3C)C2)o1 (centres undefined)	-1.5	-5.0	2.2	0.5	2.2	0.0	0.1	-0.9	-2.1	2.0
CC(=NCC1CCCO1)c1c(O)n(-c2ccccc2C)c(=O)[nH]c1=O (centres undefined)	-0.8	1.6	2.6	0.9	-5.8	0.0	-3.0	-3.6	-1.1	-0.5
COc1ccc(-n2c(O)c(C(C)=NCCN3CCNCC3)c(=O)[nH]c2=O)cc1	5.8	2.8	-3.1	0.2	-2.2	0.7	17.4*	-1.1	-1.7	-3.7
CC(C)CNC(=O)c1c(N)n(Cc2ccco2)c2nc3ccccc3nc12	-0.1	-4.6	-2.1	-7.5	-11.1	-3.6	5.8	-5.2	40.1*	-3.4
Nc1ccccc1C(=O)OC1CSC1	-0.8	4.0	-17.7	6.0	-0.9	-0.3	1.3	-3.5	-3.0	15.8

The list is partial, so the mix of outcomes need not match the whole.
